NSD2 inh: inhibitors of human NSD2, primary screen, biochemical, plate reader, single point. Histone-lysine N-methyltransferase NSD2 (Homo sapiens), O96028. NSD2-SET H3K36me1 DELFIA fluorescence. inhibition, % at 12.5 µM. 44,000 tested, 0.07% active; in the data active means inhibition above about 54%, passing the limit was not always enough; inconclusive means no clear call, values can overlap the other calls;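 further: inhibitors reduce the monomethyl H3K36 fluorescence signal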
Target sequence (O96028 whole entry, looked up): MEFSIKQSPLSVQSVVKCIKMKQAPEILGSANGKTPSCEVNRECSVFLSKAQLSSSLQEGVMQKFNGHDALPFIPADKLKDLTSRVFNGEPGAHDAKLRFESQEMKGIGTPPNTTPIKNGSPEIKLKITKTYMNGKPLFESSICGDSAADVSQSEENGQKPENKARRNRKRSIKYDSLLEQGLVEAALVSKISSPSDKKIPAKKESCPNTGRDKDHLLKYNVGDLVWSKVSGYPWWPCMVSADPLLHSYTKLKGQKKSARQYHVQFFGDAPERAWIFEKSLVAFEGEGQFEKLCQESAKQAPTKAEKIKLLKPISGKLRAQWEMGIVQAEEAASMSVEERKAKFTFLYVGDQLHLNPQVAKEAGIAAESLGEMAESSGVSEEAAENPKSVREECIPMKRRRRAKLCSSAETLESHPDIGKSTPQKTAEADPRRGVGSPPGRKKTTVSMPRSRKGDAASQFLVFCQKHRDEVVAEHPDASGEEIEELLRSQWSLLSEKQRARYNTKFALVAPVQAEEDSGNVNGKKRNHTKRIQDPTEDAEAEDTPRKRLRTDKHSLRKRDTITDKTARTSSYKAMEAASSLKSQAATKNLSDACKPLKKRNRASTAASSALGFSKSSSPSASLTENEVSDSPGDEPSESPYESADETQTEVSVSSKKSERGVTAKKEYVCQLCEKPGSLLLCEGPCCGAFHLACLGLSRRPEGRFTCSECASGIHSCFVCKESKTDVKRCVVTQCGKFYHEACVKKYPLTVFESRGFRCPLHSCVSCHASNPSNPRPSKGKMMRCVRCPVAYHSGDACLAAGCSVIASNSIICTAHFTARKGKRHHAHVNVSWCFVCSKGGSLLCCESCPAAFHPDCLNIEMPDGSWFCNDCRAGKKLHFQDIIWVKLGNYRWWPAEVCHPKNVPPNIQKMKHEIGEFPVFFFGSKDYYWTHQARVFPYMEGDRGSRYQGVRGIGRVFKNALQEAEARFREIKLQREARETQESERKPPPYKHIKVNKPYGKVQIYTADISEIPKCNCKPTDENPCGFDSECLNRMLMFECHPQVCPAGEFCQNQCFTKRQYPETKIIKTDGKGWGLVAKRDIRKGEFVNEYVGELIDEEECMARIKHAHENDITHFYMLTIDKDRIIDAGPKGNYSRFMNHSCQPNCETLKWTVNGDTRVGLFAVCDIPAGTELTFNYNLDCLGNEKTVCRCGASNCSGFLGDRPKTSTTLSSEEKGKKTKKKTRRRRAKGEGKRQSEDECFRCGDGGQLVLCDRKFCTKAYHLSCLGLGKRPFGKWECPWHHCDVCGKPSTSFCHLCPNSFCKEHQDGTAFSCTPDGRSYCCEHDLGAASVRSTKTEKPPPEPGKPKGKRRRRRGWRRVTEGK
Numbers without * were called inactive; u = inconclusive.

SMILES	NSD2 inh
C[C@@H]1CN([C@H](C)CO)S(=O)(=O)c2ccc(C#Cc3ccncc3)cc2O[C@@H]1CN(C)C(=O)C1CC1	23.7
COc1ccc(/C=C2\C(=O)N(c3ccc(Cl)cc3)C(c3ccc(F)cc3)S2(=O)=O)c(OC)c1 (stereo not given)	10.3
Cc1ccc(S(=O)(=O)N(C)C[C@H]2OCCCC[C@H](C)Oc3ccc(NC(=O)Nc4ccc(C(F)(F)F)cc4)cc3C(=O)N([C@H](C)CO)C[C@@H]2C)cc1	-9.1
Cc1noc(C)c1S(=O)(=O)N(C)C[C@@H]1Oc2ccc(NC(=O)Cn3cnnn3)cc2CC(=O)N([C@@H](C)CO)C[C@@H]1C	8.2
C[C@H](CO)N1C[C@H](C)[C@@H](CN(C)Cc2cccnc2)Oc2ncc(C#CCc3ccccc3)cc2C1=O	2.6
CC(C)CC#Cc1cnc2c(c1)C(=O)N([C@@H](C)CO)C[C@@H](C)[C@H](CN(C)C(=O)c1cccc(F)c1)O2	-5.4
C[C@H](CO)N1C[C@H](C)[C@H](CN(C)Cc2ccncc2)OCCCC[C@H](C)Oc2ccc(N(C)C)cc2C1=O	-0.9
COc1ccccc1CNC(=O)C[C@@H]1C[C@H]2c3cc(NC(=O)Nc4ccccc4F)ccc3O[C@H]2[C@H](CO)O1	1.6
Cc1ccc(S(=O)(=O)N(C)C[C@@H]2Oc3cc(C#CC4CCCC4)ccc3S(=O)(=O)N([C@H](C)CO)C[C@H]2C)cc1	-1.8
C[C@@H]1CCCCO[C@H](CN(C)C(=O)C2CCCCC2)[C@@H](C)CN([C@@H](C)CO)C(=O)c2cc(NS(=O)(=O)c3cccs3)ccc2O1	-5.5
C[C@H]1CN([C@@H](C)CO)C(=O)Cc2cc(NC(=O)Nc3ccc(C(F)(F)F)cc3)ccc2O[C@H]1CN(C)C(=O)Nc1ccc2c(c1)OCO2	-12.2
C[C@@H]1CN([C@@H](C)CO)C(=O)c2cc(/C=C/c3ccccc3)cnc2O[C@H]1CN(C)S(=O)(=O)c1ccc(F)cc1	2.3
C[C@H]1CN([C@@H](C)CO)C(=O)Cc2cc(NC(=O)Cn3cnnn3)ccc2O[C@@H]1CN(C)CC1CCCCC1	7.4
O=C(C[C@@H]1C[C@H]2c3cc(NC(=O)Nc4ccccc4F)ccc3O[C@H]2[C@H](CO)O1)NC1CCCCC1	-3.5
Cc1noc(C)c1NC(=O)Nc1ccc2c(c1)C(=O)N([C@@H](C)CO)C[C@H](C)[C@@H](CN(C)Cc1ccc(C(=O)O)cc1)O2	0.8
CNC[C@H]1OCCCC[C@@H](C)Oc2ccc(NC(=O)Nc3ccccc3)cc2C(=O)N([C@H](C)CO)C[C@H]1C	10.3
COCCCNC(=O)[C@@]1(Cc2ccccc2N=[N+]=[N-])N=C(c2ccc(OCCCO)cc2)O[C@H]1c1ccccc1N=[N+]=[N-]	-0.7
C[C@H](CO)N1C[C@H](C)[C@@H](CN(C)Cc2ccncc2)Oc2ccc(NS(=O)(=O)c3ccccc3)cc2CC1=O	0.8
C[C@@H]1CN([C@@H](C)CO)C(=O)Cc2cc(NC(=O)Cn3cnnn3)ccc2O[C@H]1CN(C)Cc1ccccc1	3.1
Cc1ccc(C(=O)NCCNS(=O)(=O)c2ccccc2)cc1	3.1
Cc1noc(C)c1S(=O)(=O)Nc1ccc2c(c1)CC(=O)N([C@H](C)CO)C[C@@H](C)[C@H](CN(C)S(=O)(=O)c1cccs1)O2	5.2
C[C@@H]1CN([C@@H](C)CO)C(=O)Cc2cc(NC(=O)Nc3ccccc3)ccc2O[C@H]1CN(C)Cc1ccc(C(=O)Nc2ccccc2N)cc1	-8.4
C[C@H]1CCCCO[C@H](CN(C)Cc2ccc3c(c2)OCO3)[C@@H](C)CN([C@@H](C)CO)C(=O)c2cc(NS(=O)(=O)c3ccc(Cl)cc3)ccc2O1	-0.6
Cc1ccc2nc(N3CCN(c4cccc(C)c4C)CC3)c(-n3nc(C)cc3C)nc2c1	-6.4
COc1ccc(S(=O)(=O)Nc2ccc3c(c2)CC(=O)N([C@@H](C)CO)C[C@H](C)[C@@H](CN(C)S(=O)(=O)c2cccs2)O3)cc1	7.6
COc1ccc([Si](C)(C)[C@H]2[C@H](CCO)O[C@@]3(C(=O)N(Cc4ccc(NC(C)=O)cc4)c4ccccc43)[C@@H]2C)cc1	0.4
O=C1O[C@H](c2ccccc2)[C@H](c2ccccc2)N2[C@H]1[C@@H](C(=O)Nc1nc3ccccc3s1)[C@]1(C(=O)Nc3ccc(C#CC4(O)CCCCCC4)cc31)[C@H]2c1ccc(OCCO)cc1	-4.8
C[C@@H]1CN([C@@H](C)CO)C(=O)c2cc(NC(=O)Nc3ccccc3)ccc2O[C@@H](C)CCCCO[C@H]1CN(C)S(=O)(=O)c1ccccc1	-0.8
C[C@@H]1CCCCO[C@@H](CN(C)CC2CC2)[C@H](C)CN([C@@H](C)CO)C(=O)c2cc(NC(=O)CCCN(C)C)ccc2O1	1.0
C[C@H]1CN([C@@H](C)CO)C(=O)Cc2cc(NS(=O)(=O)c3cccs3)ccc2O[C@@H]1CN(C)C(=O)Nc1ccccc1	-2.9

Reprinted at random: 2 compounds from above
SMILES	NSD2 inh
C[C@@H]1CN([C@H](C)CO)S(=O)(=O)c2ccc(C#Cc3ccncc3)cc2O[C@@H]1CN(C)C(=O)C1CC1	23.7
C[C@H]1CN([C@@H](C)CO)C(=O)Cc2cc(NC(=O)Cn3cnnn3)ccc2O[C@@H]1CN(C)CC1CCCCC1	7.4

Additional structures
SMILES	NSD2 inh
Cc1noc(C)c1S(=O)(=O)N(C)C[C@@H]1Oc2ccc(NS(C)(=O)=O)cc2CC(=O)N([C@H](C)CO)C[C@H]1C	0.8
CC(=O)N(C)C[C@@H]1Oc2ncc(C#Cc3ccccc3F)cc2C(=O)N([C@H](C)CO)C[C@H]1C	u
C[C@@H]1CN([C@@H](C)CO)S(=O)(=O)c2ccc(C3=CCCC3)cc2O[C@@H]1CN(C)CC1CCOCC1	3.1
O=C(NCc1ccccc1)C1=C[C@H](c2csc3ccccc23)C[C@H](OCc2ccc(CO)cc2)O1	-0.6
CC(=O)N(C)C[C@@H]1Oc2ncc(-c3cccc(F)c3)cc2C(=O)N([C@H](C)CO)C[C@@H]1C	-4.8
C[C@@H]1CN([C@H](C)CO)C(=O)c2cccc(NC(=O)Nc3cccc4ccccc34)c2O[C@H]1CN(C)C(=O)Nc1ccc(C(F)(F)F)cc1	-9.5
CC(C)CC#Cc1cnc2c(c1)C(=O)N([C@@H](C)CO)C[C@@H](C)[C@@H](CN(C)C(=O)CCN1CCCCC1)O2	8.5
C[C@@H]1CN([C@H](C)CO)C(=O)c2cc(NC(=O)NC3CCCCC3)ccc2O[C@@H]1CN(C)Cc1ccc(-c2ccccc2)cc1	-37.6
CC(C)COC(=O)N(C)C[C@H]1OCc2cn(nn2)CCCC(=O)N([C@@H](C)CO)C[C@@H]1C	-1.8
Cc1noc(C)c1NC(=O)N(C)C[C@@H]1Oc2ccc(NC(=O)Cc3ccccc3)cc2CC(=O)N([C@H](C)CO)C[C@@H]1C	8.1
C[C@@H]1CN([C@H](C)CO)C(=O)c2cc(NS(=O)(=O)c3ccc(Cl)cc3)ccc2O[C@@H](C)CCCCO[C@H]1CN(C)C(=O)Nc1ccccc1	0.9
Cc1ccc(S(=O)(=O)N(C)C[C@@H]2Oc3c(NC(=O)Nc4ccccc4)cccc3C(=O)N([C@H](C)CO)C[C@@H]2C)cc1	-0.2
C[C@H](CO)N1C[C@H](C)[C@@H](CN(C)C)Oc2c(NC(=O)C3CCOCC3)cccc2C1=O	0.6
C=CCOc1ccccc1/C=N/NC(=O)c1ccc(C(=O)NO)cc1	-2.6
COc1ccc(S(=O)(=O)Nc2ccc3c(c2)CC(=O)N([C@@H](C)CO)C[C@@H](C)[C@@H](CN(C)C(=O)NC(C)C)O3)cc1	2.0
C[C@@H]1CN([C@@H](C)CO)C(=O)CCCn2nncc2CO[C@H]1CN(C)C(=O)Nc1ccc2c(c1)OCCO2	-1.3
COc1ccc(S(=O)(=O)N(C)C[C@H]2OCCCC[C@@H](C)Oc3ccc(NC(=O)C4CCCCC4)cc3C(=O)N([C@@H](C)CO)C[C@H]2C)cc1	-2.2
C[C@@H]1CN([C@@H](C)CO)C(=O)CCCn2cc(nn2)CO[C@@H]1CN(C)C(=O)NC1CCCC1	-0.9
C[C@@H]1CN([C@H](C)CO)C(=O)c2cccc(NS(=O)(=O)c3ccc(Cl)cc3)c2O[C@@H]1CN(C)CC1CC1	-0.8
CC(C)NC(=O)Nc1ccc2c(c1)CC(=O)N([C@@H](C)CO)C[C@@H](C)[C@H](CN(C)Cc1ccc(Oc3ccccc3)cc1)O2	4.2
Cc1noc(C)c1NC(=O)Nc1cccc2c1O[C@@H](CN(C)C(=O)Nc1c(C)noc1C)[C@H](C)CN([C@H](C)CO)C2=O	1.8
CC(C)CC#Cc1ccc2c(c1)O[C@@H](CN(C)S(=O)(=O)c1cccc(F)c1)[C@H](C)CN([C@@H](C)CO)S2(=O)=O	1.7
C[C@H]1CN([C@@H](C)CO)C(=O)Cc2cc(NC(=O)CCCCCC(=O)Nc3ccccc3N)ccc2O[C@@H]1CN(C)C	1.6
COc1ccc(S(=O)(=O)N(C)C[C@H]2OCCCC[C@@H](C)Oc3ccc(NS(=O)(=O)c4ccc(Cl)cc4)cc3C(=O)N([C@H](C)CO)C[C@H]2C)cc1	-1.5
COc1ccc(NC(=O)N(C)C[C@@H]2Oc3ccc(NC(=O)CCCCCC(=O)Nc4ccccc4N)cc3CC(=O)N([C@H](C)CO)C[C@@H]2C)cc1	-1.0
O=C(CCCCC(=O)N/N=C/c1ccco1)NO	4.6
CCC(=O)N(C)C[C@@H]1Oc2cc(-c3ccc(C)cc3)ccc2S(=O)(=O)N([C@H](C)CO)C[C@H]1C	-3.2
C[C@H]1CN([C@@H](C)CO)C(=O)Cc2cc(NS(=O)(=O)c3cn(C)cn3)ccc2O[C@H]1CN(C)C(=O)Nc1cccc2ccccc12	10.4
COc1ccccc1-c1coc2cc(OC)c(OC)c(OC)c2c1=O	1.8
C/C=C/c1ccc2c(c1)O[C@@H](CN(C)Cc1ccccn1)[C@@H](C)CN([C@@H](C)CO)S2(=O)=O	-0.5

Taken from above:
NSD2 inh result of `CCC(=O)N(C)C[C@@H]1Oc2cc(-c3ccc(C)cc3)ccc2S(=O)(=O)N([C@H](C)CO)C[C@H]1C` = -3.2
NSD2 inh result of `C[C@H](CO)N1C[C@H](C)[C@@H](CN(C)Cc2ccncc2)Oc2ccc(NS(=O)(=O)c3ccccc3)cc2CC1=O` = 0.8
NSD2 inh result of `C[C@H](CO)N1C[C@H](C)[C@@H](CN(C)Cc2cccnc2)Oc2ncc(C#CCc3ccccc3)cc2C1=O` = 2.6

Returning to the listing with the four entries that preceded the break.
SMILES	NSD2 inh
CCC(=O)N(C)C[C@@H]1Oc2cc(-c3ccc(C)cc3)ccc2S(=O)(=O)N([C@H](C)CO)C[C@H]1C	-3.2
C[C@H]1CN([C@@H](C)CO)C(=O)Cc2cc(NS(=O)(=O)c3cn(C)cn3)ccc2O[C@H]1CN(C)C(=O)Nc1cccc2ccccc12	10.4
COc1ccccc1-c1coc2cc(OC)c(OC)c(OC)c2c1=O	1.8
C/C=C/c1ccc2c(c1)O[C@@H](CN(C)Cc1ccccn1)[C@@H](C)CN([C@@H](C)CO)S2(=O)=O	-0.5
C[C@H]1CN([C@@H](C)CO)C(=O)c2cc(NC(=O)Nc3cccc4ccccc34)ccc2O[C@H]1CN(C)Cc1ccncc1	-5.4
C[C@@H]1CN([C@@H](C)CO)C(=O)c2cc(NC(=O)CCC(F)(F)F)ccc2O[C@@H]1CN(C)C(=O)Nc1ccc(F)cc1	-2.0
CCC(=O)N(C)C[C@@H]1Oc2cc(-c3cccc(F)c3)ccc2S(=O)(=O)N([C@H](C)CO)C[C@@H]1C	-75.8
Cc1noc(C)c1NC(=O)Nc1ccc2c(c1)C(=O)N([C@@H](C)CO)C[C@@H](C)[C@H](CN(C)C(=O)C1CCCCC1)OCCCC[C@@H](C)O2	-2.3
O=C(Nc1ccc2c(c1)[C@@H]1C[C@H](CC(=O)N3CCc4ccccc4C3)O[C@@H](CO)[C@@H]1O2)Nc1ccccc1F	1.5
C[C@@H]1CN([C@H](C)CO)C(=O)c2cc(NC(=O)C3CCCCC3)ccc2O[C@H]1CN(C)Cc1ccc(-c2ccccc2)cc1	0.7
O=C(O)C[C@@H]1C[C@@H]2c3cc(NC(=O)NC4CCCC4)ccc3O[C@@H]2[C@@H](CO)O1	-4.1
C[C@@H]1CN([C@@H](C)CO)C(=O)Cc2cc(NC(=O)Cn3cnnn3)ccc2O[C@H]1CN(C)Cc1ccc(-c2ccccc2)cc1	3.6
CCC(=O)N(C)C[C@H]1Oc2cc(C3=CCCC3)ccc2S(=O)(=O)N([C@H](C)CO)C[C@H]1C	4.9
Cc1noc(C)c1NC(=O)Nc1ccc2c(c1)CC(=O)N([C@H](C)CO)C[C@@H](C)[C@@H](CN(C)S(=O)(=O)c1ccccc1)O2	-2.8
Cc1noc(C)c1NC(=O)N(C)C[C@H]1Oc2c(NC(=O)C3CCCCC3)cccc2C(=O)N([C@H](C)CO)C[C@H]1C	5.1
COC(=O)[C@@]1(CCS(=O)(=O)c2ccccc2)N=C(c2ccc(OCCCO)cc2)O[C@H]1c1ccccc1CN=[N+]=[N-]	0.6
C[C@H](CO)N1C[C@H](C)[C@H](CN(C)Cc2ccccc2)Oc2ncc(C#Cc3ccccc3)cc2C1=O	-0.7
CC(C)C#Cc1cnc2c(c1)C(=O)N([C@H](C)CO)C[C@H](C)[C@@H](CN(C)C(=O)c1cccnc1)O2	-3.5
COCCOC(=O)N1C(=O)[C@@]2(c3cc(C#Cc4ccc(OC)cc4)ccc31)[C@H](c1ccccc1OCCO)N1[C@H](c3ccccc3)[C@H](c3ccccc3)OC(=O)[C@H]1[C@@H]2C(N)=O	-7.3
C[C@H](CO)N1C[C@H](C)[C@H](CN(C)S(C)(=O)=O)Oc2ncc(C#Cc3ccc(C(F)(F)F)cc3)cc2C1=O	-5.1
CCCC#Cc1cnc2c(c1)C(=O)N([C@H](C)CO)C[C@H](C)[C@H](CN(C)Cc1cccnc1)O2	0.7

Assay outcomes: PubChem, Broad Institute

Some of the compounds tested, so the mix of outcomes need not match the whole.
